GSK3beta inhib – human GSK3beta kinase inhibitors, primary screen, biochemical, cell-free homogeneous, HTS. AID 2097, 2009. actives 0.038% (n = 300,000). GST-GSK3beta kinase, ADP-Glo luminescence, 60 min; stronger effect = lower value. activity score (negative = inhibition), % at 10 µM;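 active = more than half of replicate wells score below -50%, meaning over 50% inhibition versus plate controls; inconclusive = some replicates but at most half score below -50%; inactive = no replicate scores below -50%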;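 note: 0% = median DMSO wells and -100% = median GW8510 positive control wells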
Target sequence (P49841 whole entry, looked up): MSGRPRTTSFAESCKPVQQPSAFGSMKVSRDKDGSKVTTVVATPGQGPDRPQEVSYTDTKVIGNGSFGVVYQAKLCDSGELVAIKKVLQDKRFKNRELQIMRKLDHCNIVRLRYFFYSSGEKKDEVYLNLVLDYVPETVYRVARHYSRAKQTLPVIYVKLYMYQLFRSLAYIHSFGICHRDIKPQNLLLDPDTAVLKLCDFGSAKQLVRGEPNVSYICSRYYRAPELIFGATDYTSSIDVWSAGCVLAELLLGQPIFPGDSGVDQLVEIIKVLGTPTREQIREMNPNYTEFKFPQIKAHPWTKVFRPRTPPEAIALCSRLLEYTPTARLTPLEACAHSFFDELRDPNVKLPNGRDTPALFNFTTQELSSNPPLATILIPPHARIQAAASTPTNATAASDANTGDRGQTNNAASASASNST
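Assay system: GST-fused GSK3beta enzyme, cell-free / Medium: Tris pH 7.5 buffer with MgCl2, DTT, BSA, heparin / Also added: peptide substrate plus 25 µM ATP (final) / Compound: 10 µM single point / Timing: kinase reaction with compound 60 min at room temperature / Detection: ADP-Glo luminescence / Benchmarks: DMSO neutral wells and GW8510 at 20 µM as positive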
GSK3 alpha inh – blockers of GSK3A enzyme activity – biochemical, luminescence, cell-free homogeneous, HTS, primary screen. GSK-3 alpha kinase, ADP-Glo luminescence, 60 min. inhibition, % at 10 µM. actives 0.1% (n = 320,000). AID 2650, 2010;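 in the data active = inhibition above about 50%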;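 note: GST-tagged GSK-3 alpha with peptide substrate and 25 µM ATP; 0% = DMSO neutral wells and 100% = GW8510 positive control wells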
Target sequence (P49840 whole entry, looked up): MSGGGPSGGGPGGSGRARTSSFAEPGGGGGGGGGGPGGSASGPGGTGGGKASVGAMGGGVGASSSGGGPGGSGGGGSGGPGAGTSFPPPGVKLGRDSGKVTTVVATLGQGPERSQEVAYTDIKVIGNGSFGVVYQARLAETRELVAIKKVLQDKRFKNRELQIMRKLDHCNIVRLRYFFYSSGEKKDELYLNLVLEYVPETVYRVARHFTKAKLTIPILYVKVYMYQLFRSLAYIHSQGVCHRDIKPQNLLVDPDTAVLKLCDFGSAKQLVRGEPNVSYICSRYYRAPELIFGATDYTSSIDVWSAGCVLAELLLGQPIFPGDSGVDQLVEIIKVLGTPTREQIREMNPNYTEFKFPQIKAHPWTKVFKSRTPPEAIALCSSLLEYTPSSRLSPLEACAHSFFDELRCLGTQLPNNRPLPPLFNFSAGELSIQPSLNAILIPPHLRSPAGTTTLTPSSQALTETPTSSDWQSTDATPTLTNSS
HSF1 activator – HSF-1 activators, primary screen, NIH3T3-HGL cells, MG132 stress, luminescence, single point; NIH3T3-HGL HSF-1 luciferase reporter, 8 h; 100% = twice DMSO control signal; activation, % at 9 µM; actives 1.7% (n = 300,000); AID 504408, 2011;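 active = mean replicate activation of at least 50% with a set share of replicates each reaching 50%; inconclusive = only one of those two conditions met; inactive = mean below 50% and too few replicates reaching it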;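 note: 0% = median of the neutral control wells and 100% = twice that signal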
HDAC3 inh – HDAC3 deacetylase inhibitors, primary screen, biochemical, fluorescence, cell-free homogeneous | inhibition, % at 8.3 µM | AID 2718, 2010 | recombinant HDAC3, fluorogenic peptide/trypsin coupled | Histone deacetylase 3 (Homo sapiens), O15379 | actives 0.15% (n = 320,000); in the data active = inhibition above about 26%, passing the limit was not always enough; inconclusive = no clear call, values can overlap the other calls
Platelet DG rel – inhibitors of platelet dense granule secretion, primary screen, cell-based, MLPCN, human platelets; human platelet-rich plasma, SFLLRN dense granule ATP release, luminescence; actives 0.22% (n = 300,000); inhibition, %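 (compounds screened at 7.5 µM in platelet-rich plasma)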;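 active = mean replicate score, as percent of positive control, at or above 50; inconclusive = mean below 50 but at least one replicate at or above 50; inactive = mean and every replicate below 50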
PolyA inh – polyadenylation inhibitors in yeast reporter cells, primary screen, luminescence, S. cerevisiae | S. cerevisiae SKY197-pL101 polyadenylation reporter, beta-gal luminescence; efflux-impaired pdr1/pdr3 knockout yeast; score 100 = 6 SD above DMSO | calls only at 12 µM | actives 0.02% (n = 300,000) | AID 1875, 2009;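 active = lowest replicate activity score at least 50, where 100 means six control SD above control mean; inconclusive = lowest score under 50 but half or more replicates reach 50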;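 note: yeast exposed to compound for 9 h at 30 °C; higher score means more reporter readthrough which indicates perturbed polyadenylation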
DYRK1A inh – rat Dyrk1A kinase inhibitors, primary screen, biochemical, single point, plate reader. inhibition, % at 12.5 µM. actives 0.43% (n = 310,000). ADP-Glo luminescence, NFATc1 peptide. Dual specificity tyrosine-phosphorylation-regulated kinase 1A (Rattus norvegicus), Q63470. AID 504441, 2011; in the data active = inhibition above about 50%;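 note: plate controls were vehicle with enzyme for no effect and no enzyme for full effect; many of its hits are not listed in these tables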
HSP90 refold inh – HSP90 inhibitors, primary screen, cell lysate, luminescence; Heat shock protein HSP 90 (rabbit reticulocyte lysate; luciferase refolding); inhibition, % at 5.6 µM; Rabbit reticulocyte lysate, luciferase refolding luminescence, 3 h; actives 0.91% (n = 290,000);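 active = inhibition above the screen-wide mean plus 3 SD, computed separately per campaign, cut at about 16% in these data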;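 note: 0% = DMSO wells and 100% = 60 µM geldanamycin wells; inhibitors lower the luminescence because luciferase stays unfolded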
HSF1 inh – HSF1 inhibitors in luciferase reporter cells, primary screen, cell-based, NIH3T3, luminescence. actives 0.77% (n = 300,000). NIH3T3-HGL HSE-luciferase, MG132-induced, luminescence 8 h; stronger effect = lower value. activity change, negative = inhibition, % at 7.5 µM (by protocol). AID 2098, 2009;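 active = more than half of replicate wells show activity change below -50%, luminescence cut by over half; inconclusive = some wells, but at most half, below -50%; inactive = no replicate well below -50%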;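 note: luciferase reports HSF-1 transcriptional activity via heat shock element; 0% = median of DMSO wells and -100% = zero luminescence signal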
AI-2 QS modul – Vibrio harveyi AI-2 quorum sensing modulators, primary screen, JMH597 strain, luminescence/OD600 ratio | activity change, % at 7.5 µM | actives 0.4% (n = 300,000) | AID 2094, 2009 | Vibrio harveyi JMH597 AI-2 luminescence/OD600 ratio, 9 h; stronger effect = lower value; strain lacks LuxN and CqsS sensors; 0 = neutral-control median; in the data active = activity change below about -75%, passing the limit was not always enough; inconclusive = no clear call, values can overlap the other calls;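 note: luminescence divided by OD600 gain over 9 h not by final OD600 alone; inactives centre near 13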
Numbers without * were called inactive; i = inactive; u = inconclusive; x = not tested or not shown. A portion of the library; the hit share may differ from the screen's.

SMILES	GSK3beta inhib	GSK3 alpha inh	HSF1 activator	HDAC3 inh	Platelet DG rel	PolyA inh	DYRK1A inh	HSP90 refold inh	HSF1 inh	AI-2 QS modul
CCOC(=O)c1sc(=S)n(C)c1NC(=O)c1ccc(F)cc1	1	-1	-11	8	34	i	0	-2	-15	24
Cc1ccc(-c2nc3ccc(Cl)cc3n2OC(C)C(=O)O)cc1 (stereo not given)	-1	2	21	2	5	i	-1	62*	9	24
COc1ccc(-c2nnc(Nc3nc4c(OC)cccc4s3)o2)cc1	7	-1	6	4	3	i	10	2	-4	u
COc1ccc2oc(C(=O)OCC(=O)Nc3ccc(C(=O)N(C)C)cc3)c(C)c2c1	1	-2	5	-9	-15	i	4	-6	-1	16
O=C(Oc1ccc(C(=S)N2CCOCC2)cc1)c1cc([N+](=O)[O-])cc([N+](=O)[O-])c1	-1	0	1	22	11	i	-5	-4	-2	16
Cc1cc(Cl)c(O)c(-n2nc3ccccc3n2)c1	0	0	-16	x	6	i	8	-3	-14	-3
CCCNC(=O)c1ccc(Cn2c(=S)[nH]c3c([nH]c4ccc(OC)cc43)c2=O)cc1	3	0	-2	6	3	i	0	-2	-9	-17
CC(=O)N/N=C/c1ccccc1OCCOc1cccc(C)c1	-1	-1	13	4	-7	i	x	1	6	10
Cc1sc2ncnc(SCC(=O)N3CCN(C(=O)c4ccco4)CC3)c2c1C	4	x	14	x	0	i	-5	4	0	32
O=C(CC(NCc1ccccn1)C(=O)O)Nc1ccccc1Cl (stereo not given)	2	-3	-1	-4	0	i	-3	-6	-8	13
COCCn1c(=O)[nH]c2cc(C(=O)NCCc3ccc(OC)c(OC)c3)ccc2c1=O	-3	0	19	-1	-3	i	-1	0	-1	13
O=C(NNC(=O)c1ccccc1[N+](=O)[O-])c1ccc(NC(=O)c2ccccc2)cc1	-1	1	7	5	-12	i	2	-1	1	16
CC1=CC(C)(C)N2C(=O)C3(C(C#N)=C(N)Oc4cc(C)oc(=O)c43)c3cccc1c32 (stereo not given)	-1	-1	-12	-4	14	i	x	1	-3	13
O=C(N/N=C\c1ccc(F)cc1)c1csnn1	3	-10	8	4	-61	i	5	x	7	23
Cc1cc(C)c(C)c(S(=O)(=O)NC2CCCCC2)c1C	3	-2	-1	6	-4	i	11	-5	1	14

Arranged by number of heavy atoms (lowest first): part of the list above.
SMILES	GSK3beta inhib	GSK3 alpha inh	HSF1 activator	HDAC3 inh	Platelet DG rel	PolyA inh	DYRK1A inh	HSP90 refold inh	HSF1 inh	AI-2 QS modul
O=C(N/N=C\c1ccc(F)cc1)c1csnn1	3	-10	8	4	-61	i	5	x	7	23
Cc1cc(Cl)c(O)c(-n2nc3ccccc3n2)c1	0	0	-16	x	6	i	8	-3	-14	-3
Cc1cc(C)c(C)c(S(=O)(=O)NC2CCCCC2)c1C	3	-2	-1	6	-4	i	11	-5	1	14

More results
SMILES	GSK3beta inhib	GSK3 alpha inh	HSF1 activator	HDAC3 inh	Platelet DG rel	PolyA inh	DYRK1A inh	HSP90 refold inh	HSF1 inh	AI-2 QS modul
CCN(CC)CCn1c(SCC(=O)Nc2ccc(F)cc2)nc2c(sc3ccccc32)c1=O	-2	0	10	-2	-4	i	x	0	9	23
Cc1ccc(N(CC(=O)NC(C)C)C(=O)CCC(=O)Nc2nccs2)c(C)c1	3	4	-15	7	-8	i	-4	-2	-5	13
Fc1ccc(CN2C3=NCCCN3c3ccccc32)cc1	2	-2	0	1	0	i	1	-9	3	23
CC(=O)C1=C(O)C(=O)N(CCNCCO)C1c1ccccc1 (stereo not given)	-1	-1	4	-3	-2	i	1	2	-6	20
Cc1ccc(C)c(N2CCN(C(=O)Cn3cccc3)CC2)c1	3	-3	-3	-3	1	i	-1	1	1	28
CC(=O)N(C)/C=C1\Sc2ccccc2C1=O	3	-1	-5	11	-3	i	-3	36*	-6	17
COc1ccc(NC(=O)CN2C(=O)COc3ccc(S(=O)(=O)N4CCCCC4)cc32)cc1OC	4	-2	15	4	-9	i	0	-2	-3	13
Cc1nc(N2CCN(C(=O)c3ccco3)CC2)c(C#N)c2c1CCCC2	5	0	13	0	4	i	-2	-2	7	13
Nn1c(SCC(=O)Nc2ccc(F)cc2)nnc1-c1cccnc1	-1	-1	24	-1	-2	i	-1	2	12	2
COc1ccccc1/C=C/C=N/NC(=O)c1ccco1	2	-2	-1	7	-17	i	-2	-3	-6	27
O=C(NC1CCCN(CCc2ccccc2)C1)c1c[nH]c2ccccc12 (stereo not given)	2	-2	2	-2	-27	i	x	0	-3	16
Cc1ccccc1N1CCN(C2CCCN(C(=O)c3cn4cccc(C)c4n3)C2)CC1 (stereo not given)	5	x	36	x	0	i	2	8	-2	21
FC(F)(F)c1cccc(Oc2cc(C(F)(F)F)nc(-c3ccccn3)n2)c1	-3	-2	14	-5	1	i	3	1	3	11
COc1ccc(C(C(=O)NC2CCCC2)N(C(=O)c2snc(-c3ccc(F)cc3)c2N)c2ccc(F)cc2)cc1 (stereo not given)	0	1	10	-1	-10	i	-2	0	-1	34
CCOC(=O)C1(CC/C(C)=N\NC(N)=O)CC(C)(C)OC1=O (stereo not given)	1	x	1	x	0	i	-1	-3	-7	18
COC(=O)Nc1cc([N+](=O)[O-])ccc1OC	3	-3	5	-2	-28	i	0	8	7	19
CCOc1ccccc1NC(=S)NCCc1ccccc1	-1	x	47	0	4	i	4	-1	30	3
COC(=O)CC1=Nc2ccccc2NC(=O)C1	-2	0	4	x	6	i	-2	-1	-10	12
Cn1cc(C(=O)Nc2cccc(F)c2)cn1	-4	-2	0	4	25	i	-3	-9	5	16
O=c1[nH]c(CSc2nnc(Nc3ccccc3)s2)nc2ccccc12	-1	-2	6	1	0	i	-2	-6	13	25
Cc1ccc(-n2nc(C)cc2Nc2ncc(Cl)cc2Cl)cc1	-7	-2	6	4	0	i	-8	-5	6	13
CCc1ccccc1NC(=O)CC1CS(=O)(=O)CC1CC(=O)Nc1ccccc1CC (stereo not given)	2	-3	12	5	7	i	2	-3	-1	23
Cc1cc2nc(CCN(C(=S)NCC3CCCO3)C3CCCC3)[nH]c2cc1C (stereo not given)	0	-1	u	3	0	i	x	-6	30	5
Cc1ccc(C(=O)NCC(=O)OCCOc2cccc(Cl)c2)cc1	2	0	-3	9	5	i	-11	x	5	1
COc1cc2c(cc1NC(=O)/C=C/c1ccccc1)oc1ccccc12	-3	-2	1	0	-2	i	0	1	6	21
Cc1ccc(CNC(=O)C2CCCN2C(=O)Nc2ccccc2)cc1 (stereo not given)	-2	-4	6	-2	-1	i	36	0	-6	6
COC(=O)c1sccc1NC(=S)N1CCN(c2ccccc2)CC1	0	3	0	2	-15	i	-7	-3	6	4
O=[N+]([O-])c1cc(C(F)(F)F)ccc1-n1nnc2ccccc21	1	-2	4	-3	-6	i	-9	4	-8	31
COc1ccc(C2(C)NC(=O)N(CC(=O)Nc3ccc(S(=O)(=O)N4CCCC4)cc3)C2=O)cc1 (stereo not given)	3	-1	-6	-3	3	i	x	2	-3	-90*
CCOC(=O)C1C(c2ccc(Cl)cc2)NC(=S)NC1(O)C(F)(F)F (stereo not given)	3	-3	-12	-1	-3	i	1	0	0	-6
CCOc1cc(S(=O)(=O)NCc2ccncc2)ccc1Cl	0	6	-12	-6	23	i	-6	-2	-17	-5
Cc1n[nH]c(=S)c2nn(-c3cccc(Cl)c3)c(C)c12	0	x	1	x	-3	i	x	-1	2	30
COCCCN(Cc1cccs1)S(=O)(=O)c1csc(C(N)=O)c1	-1	x	2	0	3	i	5	1	-3	18
CCOc1ccccc1NC(=O)Cn1nnc(C(=O)NCc2ccc3c(c2)OCO3)c1N	-2	9	2	-3	-4	i	-1	0	-7	-11
CC1CC(C)CN(C(=O)/C(=C\c2ccccc2)c2ccccc2)C1 (stereo not given)	-2	-2	20	12	2	i	1	-2	8	5
O=C(COc1ccc2c3c(c(=O)oc2c1)CCC3)NCCCN1CCOCC1	0	-1	11	4	-2	i	-6	-5	3	13
C=CCc1cccc(C=Nc2cc(Br)ccc2O)c1O	0	-2	1	-1	0	i	x	44*	0	12
Cc1cc(C)c(C#N)c(SCC(=O)C2CC2)n1	-2	-1	17	-9	-5	i	x	-3	7	x
Cc1cccc(-c2ncc(CN3CCC(CO)(CCCc4ccccc4)CC3)cn2)c1	0	-5	6	0	8	i	-1	-1	-4	26
CC1CCCC(C)N1/N=C/c1cccc(Br)c1 (stereo not given)	1	1	-12	-1	0	i	-4	-1	-9	19
O=C(Nc1ccccc1NS(=O)(=O)c1ccc(F)cc1)C1CCC1	2	-1	-1	-4	6	i	-5	0	-9	0
CC(Nc1n[nH]c(=O)[nH]c1=O)C(=O)N/N=C/c1ccccc1 (stereo not given)	-2	0	6	4	20	i	6	1	0	10
Cc1ccc(S(=O)(=O)NC2CC(C)(C)NC(C)(C)C2)cc1C	x	5	28	-2	-3	i	-8	2	-9	x
CC1=CC(C)C2C(=O)N(c3ccccc3)NC(=O)C2C1 (stereo not given)	-2	1	1	8	-53	i	-3	1	-10	20
CCOC(=O)c1cc(C)nn1-c1nc(Cl)cc(OC)n1	0	1	26	-5	0	i	4	3	-2	5
COc1ccc(-c2cc(CNS(=O)(=O)c3ccc(NC(C)=O)cc3)on2)cc1	4	0	-3	0	9	i	8	1	-8	16
COC(=O)CCn1nnc(-c2cccs2)n1	1	1	3	0	6	x	-4	-2	4	12
COc1cccc(CN2CCCC(N3CCc4ccccc4C3)C2)c1O (stereo not given)	0	-2	3	1	2	i	-3	-1	6	6
Cc1ccc(S(=O)(=O)NC(=O)Nc2ccccc2)cc1	-21	0	3	-4	-5	i	-9	6	-12	-5
O=C(NNc1nc(-c2ccc(Cl)cc2)cs1)c1ccco1	1	-2	8	5	12	i	-2	-1	10	u
CCOC(=O)C1=NN(c2ccccc2)C2=NC(C)=C(C(=O)OC)C(c3ccc(C)cc3)N12 (stereo not given)	0	1	-1	3	0	i	-7	3	4	15
CCOC(=O)CN1CC23C=CC(O2)C(C(=O)NCCc2ccccc2)C3C1=O (stereo not given)	1	x	-9	-10	2	i	-3	3	-2	30
O=c1c2ccccc2cnn1-c1ccc2ccccc2c1	-3	-3	62*	0	-2	i	-3	4	29	-3

Screening results as filed in PubChem.
